KCNK9 inh – KCNK9 potassium channel inhibitors, primary screen, HEK293 cells, thallium flux | 310,000 compounds, 1.2% hits | FluxOR thallium flux fluorescence; stronger effect = lower value | B-score at 10 µM | AID 488922, 2010 | Potassium channel subfamily K member 9 (Homo sapiens), Q9NPC2;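 active = ratio B-score over 3 SD below the library mean, with starting fluorescence within 5 SD of its mean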;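 also: negative B-score means less thallium flux so channel inhibition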
Target sequence (Q9NPC2 whole entry, looked up): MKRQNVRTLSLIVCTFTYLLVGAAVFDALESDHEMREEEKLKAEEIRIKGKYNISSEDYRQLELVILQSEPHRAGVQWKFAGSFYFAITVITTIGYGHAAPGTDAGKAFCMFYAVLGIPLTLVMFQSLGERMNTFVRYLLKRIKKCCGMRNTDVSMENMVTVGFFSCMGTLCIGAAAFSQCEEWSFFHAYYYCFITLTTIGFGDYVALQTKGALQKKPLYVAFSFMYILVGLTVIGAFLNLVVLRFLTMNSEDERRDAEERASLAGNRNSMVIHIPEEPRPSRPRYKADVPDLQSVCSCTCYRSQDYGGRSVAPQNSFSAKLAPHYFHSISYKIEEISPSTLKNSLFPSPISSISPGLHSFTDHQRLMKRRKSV
KCNQ1 pot – potentiators or activators of KCNQ1 channel, primary screen, cell-based, thallium flux, high-throughput | B-score at 10 µM | Potassium voltage-gated channel subfamily KQT member 1 (Homo sapiens), P51787 | AID 2648, 2010 | 310,000 compounds, 0.35% hits | CHO-K1 KCNQ1, thallium flux FluxOR fluorescence; stronger effect = higher value;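 active = fluorescence ratio B-score, a plate-corrected score, at least three library SD, with initial intensity B-score within 5 SD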
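Test system: CHO-K1 cells stably expressing KCNQ1 / Medium: assay buffer / Also added: depolarizing K+/Tl+ stimulus, K2SO4 and Tl2SO4 each 12.5 mM in 5x stock / Incubation: 90 min dye loading and 20 min compound exposure, both at room temperature / Signal: thallium influx via FluxOR fluorescence, kinetic imaging / Evaluation: B score of baseline-normalized fluorescence ratio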
PolyA inhibitor – polyadenylation inhibitors in yeast reporter cells, primary screen, luminescence, S. cerevisiae; calls only at 12 µM; 300,000 compounds, 0.02% hits; S. cerevisiae SKY197-pL101 polyadenylation reporter, beta-gal luminescence; efflux-impaired pdr1/pdr3 knockout yeast; score 100 = 6 SD above DMSO;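 active = lowest replicate activity score at least 50, where 100 means six control SD above control mean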;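 also: yeast exposed to compound for 9 h at 30 °C; higher score means more reporter readthrough which indicates perturbed polyadenylation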
Dyrk1A ADPGlo – rat Dyrk1A kinase inhibitors, primary screen, biochemical, single point, plate reader. inhibition, % at 12.5 µM. 310,000 compounds, 0.43% hits. AID 504441, 2011. ADP-Glo luminescence, NFATc1 peptide; in the data active = inhibition above about 50%;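 also: plate controls were vehicle with enzyme for no effect and no enzyme for full effect; many of its hits are not listed in these tables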
RGS4 act – RGS4 potentiators or activators, primary screen, cell-based, HEK293 M3R inducible RGS4, calcium flux | carbachol calcium flux Fluo4; stronger effect = lower value | B-score at 10 µM | 310,000 compounds, 0.92% hits | AID 463111, 2010;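 active = B-score of the integrated calcium signal more than 4 SD below the library mean, with starting fluorescence not abnormally high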;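 also: negative B-score means reduced calcium response which marks RGS4 activation or potentiation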
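System: HEK293 FlpIn-TREx cells, stable M3R, doxycycline-inducible RGS4. Timing: overnight RGS4 induction, 30 min dye load 37 °C, 20 min compound RT. Also added: carbachol, ECmax concentration. Measured by: Fluo4 fluorescence kinetic imaging of calcium. Evaluation: integrated calcium ratio converted to B score.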
hERG rescue – hERG rescue from dofetilide block, primary screen, cell-based, CHO-hERG, FluxOR thallium flux, dofetilide IC70 | Voltage-gated inwardly rectifying potassium channel KCNH2 (Homo sapiens), Q12809 | dofetilide IC70 present | activation (rescue from dofetilide block), less the hit threshold, % at 10 µM | 310,000 compounds, 0.51% hits | AID 1511, 2009;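 active = activation above the mean of controls blocked by dofetilide plus 5 SD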;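 also: thallium influx through hERG after potassium depolarization seen as dye fluorescence rise; in these data hits start at about 4.7%; inactives centre near -7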
GSK3beta inhib – human GSK3beta kinase inhibitors, primary screen, biochemical, cell-free homogeneous, HTS; Glycogen synthase kinase-3 beta (Homo sapiens), P49841; 300,000 compounds, 0.038% hits; AID 2097, 2009; activity score (negative = inhibition), % at 10 µM; GST-GSK3beta kinase, ADP-Glo luminescence, 60 min; stronger effect = lower value;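 active = more than half of replicate wells score below -50%, meaning over 50% inhibition versus plate controls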;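 also: 0% = median DMSO wells and -100% = median GW8510 positive control wells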
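Test system – GST-tagged human GSK3beta kinase, cell-free · Incubation – 60 min enzyme reaction, room temperature · Signal – ADP-Glo luminescence · Also added – peptide substrate and ATP at 25 µM · Controls – DMSO neutral wells and GW8510 at 20 µM as positive · Buffer or medium – Tris/MgCl2 kinase buffer · Measure – Luminescence-derived activity versus plate DMSO and GW8510 wells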
KCNK3 inh – human KCNK3 channel inhibitors, primary screen, CHO cells, FluxOR thallium flux, B-score; B-score at 10 µM; FluxOR fluorescence; stronger effect = lower value; 340,000 compounds, 0.84% hits;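 active = B-score under library mean minus 4 SD, starting fluorescence ratio at most library mean plus 5 SD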;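 also: more negative B-score means stronger inhibition of thallium flux through KCNK3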
Target sequence (O14649 whole entry, looked up): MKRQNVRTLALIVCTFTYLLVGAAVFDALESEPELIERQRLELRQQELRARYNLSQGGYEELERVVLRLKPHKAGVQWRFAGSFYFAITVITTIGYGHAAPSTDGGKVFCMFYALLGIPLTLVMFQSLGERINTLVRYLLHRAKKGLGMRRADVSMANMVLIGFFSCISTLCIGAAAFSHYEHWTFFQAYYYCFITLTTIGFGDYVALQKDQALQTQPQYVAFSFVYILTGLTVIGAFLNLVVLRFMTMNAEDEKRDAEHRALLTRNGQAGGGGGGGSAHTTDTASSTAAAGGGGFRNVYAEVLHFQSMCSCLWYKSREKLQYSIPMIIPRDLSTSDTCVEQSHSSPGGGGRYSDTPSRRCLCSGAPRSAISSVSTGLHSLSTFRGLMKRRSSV
GSK3 alpha inh – blockers of GSK3A enzyme activity – biochemical, luminescence, cell-free homogeneous, HTS, primary screen | Glycogen synthase kinase-3 alpha (Homo sapiens), P49840 | 320,000 compounds, 0.1% hits | GSK-3 alpha kinase, ADP-Glo luminescence, 60 min | AID 2650, 2010 | inhibition, % at 10 µM;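 in the data active = inhibition above about 50%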;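 also: GST-tagged GSK-3 alpha with peptide substrate and 25 µM ATP; 0% = DMSO neutral wells and 100% = GW8510 positive control wells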
KCNQ1 block – inhibitors of human KCNQ1 channel, primary screen, cell-based, thallium flux, high-throughput; B-score at 10 µM; 310,000 compounds, 1.3% hits; AID 2642, 2010; CHO-K1 KCNQ1, FluxOR thallium flux fluorescence; stronger effect = higher value;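 active = compounds whose thallium flux B-score, printed positive for inhibition, exceeds three library SD while starting fluorescence stays within three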;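 also: channel opened by potassium depolarization with thallium stimulus after 20 min compound exposure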
RGS4 inh – RGS4 inhibitors, primary screen, cell-based, HEK293 M3R inducible RGS4, calcium flux; Regulator of G-protein signaling 4 (Homo sapiens), P49798; Fluo-4 calcium flux; stronger effect = higher value; triggered by carbachol at its EC20; B-score at 10 µM; 310,000 compounds, 0.45% hits;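 active = B-score, a plate-corrected calcium signal, over three deviations above library mean, with baseline fluorescence within five deviations of library mean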;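 also: RGS4 expression induced by doxycycline in cells with stable M3 receptor; B-score is computed from the integrated fluorescence ratio over baseline after carbachol; higher B-score means a larger calcium signal and so more RGS4 inhibition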
Target sequence (P49798 whole entry, looked up): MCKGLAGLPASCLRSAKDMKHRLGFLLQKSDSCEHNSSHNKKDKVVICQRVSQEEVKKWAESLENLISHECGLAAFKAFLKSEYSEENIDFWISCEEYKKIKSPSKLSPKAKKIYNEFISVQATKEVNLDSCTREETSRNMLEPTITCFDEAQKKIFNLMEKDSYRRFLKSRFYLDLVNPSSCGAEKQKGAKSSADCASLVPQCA
* marks the source's active call; other numbers are inactive results; i = inactive; x = not tested or not shown. An excerpt; rates above refer to the full screens.

SMILES | KCNK9 inh | KCNQ1 pot | PolyA inhibitor | Dyrk1A ADPGlo | RGS4 act | hERG rescue | GSK3beta inhib | KCNK3 inh | GSK3 alpha inh | KCNQ1 block | RGS4 inh
CC(=O)NC1=NN(C(C)=O)C2(S1)C(=O)N(CC(C)C)c1ccc(C)cc12 (configuration not stated) | i | i | i | 14 | i | -8 | 2 | i | -1 | i | i
COc1ccc(Sc2ncnc3onc(C)c23)cc1 | i | i | i | 17 | i | -19 | 4 | i | -3 | i | i
COc1cccc(NC(=O)Cn2nnc(C(=O)NCCc3ccccc3)c2N)c1 | i | i | i | 4 | i | -6 | 1 | i | 0 | i | i
O=C(NC1CCCC1)C(c1ccc(Cl)cc1)N(Cc1ccc(F)cc1)C(=O)CCl (configuration not stated) | i | i | i | -1 | i | -14 | 0 | i | 0 | i | i
CCn1c(C)nc2cc(C(=O)NNC(=S)Nc3ccc(OC)cc3)ccc21 | i | i | i | -1 | i | -7 | 7 | i | 0 | i | i
O=C(NC(=S)Nc1ccc(Cc2ccncc2)cc1)c1ccccc1F | i | i | i | x | i | -8 | x | i | -1 | i | i
CCC(NC(=O)c1cc(COc2cncc(Cl)c2)on1)c1ccncc1 (configuration not stated) | i | i | i | 0 | i | -5 | 1 | i | -2 | i | i
Cc1occc1-c1nnc(SCC(=O)c2ccc(Cl)cc2)n1CC1CCCO1 (configuration not stated) | i | i | i | -5 | i | -3 | -1 | i | -3 | i | i
COc1cccc(CN2CCNC(=O)C2CC(=O)NCC2CCOCC2)c1 (configuration not stated) | i | i | x | 1 | i | -11 | -3 | i | x | i | i
CCOC(=O)c1[nH]c2ccc(OC)cc2c1NC(C)=O | i | i | i | 12 | i | -8 | 0 | i | -2 | i | i
Fc1ccc(-c2oncc2-c2nnnn2-c2ccccc2)cc1F | i | i | i | -3 | i | -14 | 0 | i | 2 | i | i
O=C(CCc1ccc(S(=O)(=O)NCCc2ccccc2)cc1)Nc1ccc2c(c1)OCCO2 | i | i | i | -1 | i | 0 | 2 | i | 1 | i | i
COc1ccc(-c2cc(C(=O)Nc3c(C)nn(Cc4ccccc4)c3C)no2)cc1 | i | i | i | 7 | i | -7 | 1 | i | 7 | i | i
COC(=O)C(C)NC(=O)C(C)NC(=O)OCc1ccccc1 (configuration not stated) | i | i | i | 6 | i | -8 | -4 | i | -2 | i | i
Cc1ccc(-n2c(N)c(Br)c(=O)[nH]c2=O)cc1C | i | i | i | x | i | -12 | 3 | i | -4 | i | i
COc1ccc(S(=O)(=O)NCCc2nnc3ccc(SCC(=O)Nc4cc(C)on4)nn23)cc1 | i | i | i | -3 | i | -8 | -1 | i | x | i | i
Cc1ccc(-c2noc(C3CCN(S(=O)(=O)c4ccc5c(c4)OCCO5)CC3)n2)o1 | i | i | i | 5 | i | -8 | 3 | i | 0 | i | i
Cc1noc(C)c1S(=O)(=O)Nc1ccc(O)c2c(=O)cc(-c3ccccc3Cl)oc12 | i | i | i | -5 | i | -3 | 8 | i | 0 | i | i
CN(CC(=O)Nc1ccccc1Cl)C(=O)COC(=O)c1ccc(=O)n(Cc2ccccc2)n1 | i | i | i | 3 | i | -11 | -4 | i | x | i | i
CC1CCCN(C(=O)Cn2nnc(-c3cccnc3)n2)C1 (configuration not stated) | i | i | i | -4 | i | -8 | -3 | i | 0 | i | i
O=C1OC(c2ccccc2)=N/C1=C\N1CCCCC1 | i | i | i | 32 | i | -7 | -21 | i | 5 | i | i
O=C(NC(C(=O)c1ccccc1)n1cnccc1=O)c1ccccc1 (configuration not stated) | i | i | i | 0 | i | 1 | 1 | i | 3 | i | i
Oc1ccc(/C=N/N2CCCCC2)c(O)c1O | i | i | i | 7 | i | -2 | -2 | i | 3 | i | i
C/C(CC(=O)Nc1ccc(Cl)cc1C(F)(F)F)=N\NC(=O)c1cccs1 | i | i | i | x | i | -10 | -7 | i | 6 | i | i
COCCCn1c(Cc2csc(Nc3cccc(Cl)c3)n2)nnc1SCC(=O)OC1CCCCC1 | i | i | i | -5 | i | -10 | 2 | i | 2 | i | i
The list goes on.
SMILES | KCNK9 inh | KCNQ1 pot | PolyA inhibitor | Dyrk1A ADPGlo | RGS4 act | hERG rescue | GSK3beta inhib | KCNK3 inh | GSK3 alpha inh | KCNQ1 block | RGS4 inh
COC(=O)c1ccc2c(=O)[nH]c(COC(=O)c3c(-c4ccccc4Cl)noc3C)nc2c1 | i | i | i | 21 | i | -10 | 3 | i | -1 | i | i
COc1ccc(NC(=S)NCCc2ccccc2)c(OC)c1 | i | i | i | -1 | i | -13 | -1 | i | -10 | i | i
Cc1cc(C)c(NC(=O)C2CCC(=O)N2)c(C)c1 (configuration not stated) | i | i | i | -8 | i | -5 | 0 | i | -2 | i | i
Cc1ccc(S(=O)(=O)N(C)CC(=O)NC2CCCC2)cc1 | i | i | i | 1 | i | -8 | 4 | i | -1 | i | i
COc1ccccc1NS(=O)(=O)c1cccc(C(=O)N/N=C/c2ccc(OCC(=O)O)cc2)c1 | i | i | i | 4 | i | -5 | 1 | i | 0 | i | i
COc1ccc(NS(=O)(=O)c2cccc(C(=O)NNC(=O)c3cncc(Br)c3)c2)cc1 | i | i | i | 3 | i | -18 | -2 | i | -3 | i | i
Cc1cc(C)c2c3c(sc2n1)C1(CCSCC1)C(C#N)=C(N)O3 | i | i | i | 9 | i | -6 | -2 | i | 1 | i | i
CNC(=S)NCc1ccc(Cl)cc1 | i | i | i | 0 | i | -6 | -2 | i | 0 | i | i
Nc1cccc(/C=C/C(=O)O)c1 | i | i | i | 9 | i | -11 | -4 | i | 0 | i | i
CCn1cc(C(=O)NN)c(=O)c2cc(F)c(N3CCCCC3)cc21 | i | i | i | -2 | i | -8 | 0 | i | x | i | i
O=C(CC1(O)C(=O)N(CN2CCOCC2)c2ccccc21)c1ccccc1 (configuration not stated) | i | i | i | -2 | i | -7 | 1 | i | -3 | i | i
CCCC(C(=O)NC1CCCC1)N(C(=O)Cn1nnc(-c2ccc(C)o2)n1)c1ccccc1F (configuration not stated) | i | i | i | -3 | i | -4 | 3 | i | x | i | i
CCOc1ccc(-n2cnnn2)cc1S(=O)(=O)NC1CC1 | i | i | i | 2 | i | -8 | 2 | i | -3 | i | i
C=C(C)C1(O)OC(=O)C=C1OC (configuration not stated) | i | i | i | -1 | i | -6 | 3 | i | 2 | i | 7.8*
O=C(Cc1ccc([N+](=O)[O-])cc1)N/N=C/c1ccc([N+](=O)[O-])o1 | i | i | i | -3 | i | -12 | 1 | i | -1 | i | i
COC(=O)CNC(=O)C(Cc1c[nH]c2ccccc12)NC(=O)Oc1ccccc1 (configuration not stated) | i | i | i | -3 | i | -7 | 2 | i | 0 | i | i
COc1ccc(CNC(=O)/C=C/c2cc([N+](=O)[O-])ccc2OC(F)F)cc1 | i | i | i | 2 | i | -3 | 2 | i | -2 | i | i
O=[N+]([O-])c1ccc(NC(=S)N2CCc3ccccc3C2)cc1 | i | i | i | 0 | i | -7 | -4 | i | -1 | i | i
O=C(Nc1ccc2c(c1)OCO2)c1ccc(S(=O)(=O)NCC2CCCO2)cc1 (configuration not stated) | i | i | i | 16 | i | -8 | 0 | i | -1 | i | i
CCC(=O)c1ccc(SC(=O)N(C)C)cc1O | i | i | i | -6 | i | -10 | 1 | i | -2 | i | i
COc1cc(C(C)=O)ccc1OCC(=O)Nc1ccccc1N1CCCCC1 | i | i | i | 12 | i | -5 | 2 | i | -1 | i | i
Cn1c(/C=C/N2CCOCC2)c(C(=O)c2ccc(Br)cc2)c(=O)n(C)c1=O | x | x | i | 10 | x | x | -5 | i | -1 | x | x
C=C(c1ccccc1O)n1ccnc1 | i | i | i | 1 | i | -4 | -3 | i | -1 | i | i
Cc1ccc(C)n1-c1ccc(-c2nnco2)cc1 | i | i | i | 5 | i | -10 | 0 | i | -1 | i | i
COC(=O)c1ccc(OC)c(CN2CCCN(Cc3ccc(F)cc3)S2(=O)=O)c1 | i | i | i | -1 | i | -7 | -1 | i | -5 | i | i
Continuation:
SMILES | KCNK9 inh | KCNQ1 pot | PolyA inhibitor | Dyrk1A ADPGlo | RGS4 act | hERG rescue | GSK3beta inhib | KCNK3 inh | GSK3 alpha inh | KCNQ1 block | RGS4 inh
COc1cc(OC)cc(C(=O)N[C@H](C(=O)Nc2cc(F)ccc2C)C(C)C)c1 | i | i | i | 2 | i | -6 | 3 | i | -1 | i | i
Cc1nc2sc(C(c3ccco3)N3CC(C)OC(C)C3)c(O)n2n1 (configuration not stated) | i | i | i | 8 | i | -3 | 4 | i | -1 | i | i
O=C(N/N=C/c1cccs1)c1cc(-c2ccc3ccccc3c2)n[nH]1 | i | i | i | 0 | i | -9 | -4 | i | -1 | i | i
Nc1nonc1-n1nnc(C(=O)N/N=C/c2cccnc2)c1-c1ccccc1 | i | i | i | 5 | i | -4 | -13 | i | 10 | i | i
O=C(Nc1cccc(Cl)c1)Nc1ccccc1C(=O)O | i | i | i | 5 | i | -14 | 2 | i | 1 | i | i
CC(C)(NC(=O)N1CCCC1)c1cccc(C(C)(C)NC(=O)N2CCCC2)c1 | i | i | i | 12 | i | -3 | -1 | i | -2 | i | i
COc1cccc(CC(=O)Nc2nc3ccccc3[nH]2)c1 | i | i | i | x | i | 4.9* | -3 | i | -3 | i | i
